Bioassay records deposited in PubChem BioAssay by The Scripps Research Institute Molecular Screening Center.
PP5 primary – inhibitors of human protein phosphatase 5 (PP5); P53041; purified PP5c, OMFP substrate fluorescence; inhibition, % at 6.7 µM; actives 0.18% (n = 320,000);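 active means inhibition above the campaign's mean inhibition across all tested compounds plus 3 SD, cut at about 9.5% in these data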;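 further: 0% = DMSO only and 100% = 100 µM cantharidin control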
Target sequence (P53041 whole entry, looked up): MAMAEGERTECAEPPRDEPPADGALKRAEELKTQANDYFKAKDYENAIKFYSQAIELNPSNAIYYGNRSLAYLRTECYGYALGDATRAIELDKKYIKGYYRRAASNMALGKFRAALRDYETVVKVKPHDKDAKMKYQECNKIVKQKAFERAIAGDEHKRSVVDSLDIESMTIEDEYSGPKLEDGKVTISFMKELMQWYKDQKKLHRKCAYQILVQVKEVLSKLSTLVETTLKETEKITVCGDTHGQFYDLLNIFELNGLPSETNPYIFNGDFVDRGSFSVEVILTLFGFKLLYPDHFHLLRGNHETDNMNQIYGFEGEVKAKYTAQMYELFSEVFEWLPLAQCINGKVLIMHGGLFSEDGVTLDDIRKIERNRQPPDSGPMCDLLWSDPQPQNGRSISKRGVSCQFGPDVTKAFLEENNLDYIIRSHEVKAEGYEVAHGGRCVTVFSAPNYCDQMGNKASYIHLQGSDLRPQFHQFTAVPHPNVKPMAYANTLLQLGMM
proCasp7 act – activates human procaspase-7, counter-screen for procaspase-3 activators | recombinant procaspase-7, Ac-DEVD-pNA absorbance 405 nm; D23A/D198A/D206A triple mutant, cannot self-cleave; scale: DMSO 0, 5 µM enzyme 100 | activation, % at 8.5 µM | actives 0.093% (n = 330,000);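 active means percent activation above the screen-wide mean plus 3 SD, cut at about 25% in these data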
Target sequence (P55210 whole entry D23A/D198A/D206A): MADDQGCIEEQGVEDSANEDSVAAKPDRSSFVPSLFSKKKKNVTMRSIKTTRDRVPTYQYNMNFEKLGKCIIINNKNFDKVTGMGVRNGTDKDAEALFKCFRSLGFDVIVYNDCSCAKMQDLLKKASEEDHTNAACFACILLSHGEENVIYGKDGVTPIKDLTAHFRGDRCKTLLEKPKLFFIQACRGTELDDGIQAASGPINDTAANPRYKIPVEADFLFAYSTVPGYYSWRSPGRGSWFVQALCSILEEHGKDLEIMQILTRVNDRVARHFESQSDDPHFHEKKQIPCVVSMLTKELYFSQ
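Material: Procaspase-7 triple mutant (PC-7 D3A) | Quantity: 2 µM procaspase-7 mutant as dispensed | Reagent: DEVD-pNA substrate | Times: 1 h preincubation, 2 h reaction | Technique: 405 nm absorbance of p-nitroaniline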
PAFAH2 FP inh – inhibitors of human PAFAH2; Q99487; recombinant PAFAH2, FP-rhodamine activity probe, fluorescence polarization; inhibition, % at 3.39 µM; actives 0.99% (n = 340,000); AID 492956;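 active means inhibition above the mean over all tested compounds plus 3 SD, cut at about 30% in these data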;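 further: inhibitors block probe labeling of enzyme so polarization drops; 0% = enzyme with DMSO and 100% = wells lacking PAFAH2 protein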
proCasp3 act – activators of human procaspase-3; activation, % at 8.5 µM; actives 0.11% (n = 330,000); recombinant procaspase-3 D3A, Ac-DEVD-pNA absorbance 405 nm; P42574;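 active means activation above the mean of all tested compounds plus 3 SD, cut at about 21% in these data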;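 further: 0% = DMSO alone and 100% = DMSO wells spiked with extra 5 µM PC-3 D3A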
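Assay system – Procaspase-3 D3A mutant, all three cleavage aspartates alanine · Controls – DMSO-only low control, 5 µM PC-3 D3A high control · Schedule – 1 h compound preincubation, 2 h substrate hydrolysis at 25 °C · Signal – 405 nm absorbance of p-nitroaniline, reads at 0 and 120 min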
AHR act – activators of human aryl hydrocarbon receptor; P35869; AHR-responsive luciferase reporter cells, luminescence; activation, % at 5 µM; actives 2.5% (n = 320,000); in the data active means activation above about 47%;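 further: 0% = vehicle wells and 100% = reference agonist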
TPT1 inh – blocks Candida albicans tRNA 2'-phosphotransferase; recombinant caTPT1, FP RNA substrate dephosphorylation; inhibition, % at 5 µM; actives 0.81% (n = 300,000);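 active means inhibition above the mean of all tested compounds plus 3 SD, set per screening campaign, cut at about 24% in these data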;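 further: plate controls were DMSO alone for no effect and ferristatin control at 100 nM for full effect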
CTSL1 counter – blocks F. hepatica cathepsin L1 in PFM18AAP counter-screen; recombinant F. hepatica cathepsin L1, Z-Leu-Arg-MCA fluorescence; inhibition, % at 5.96 µM; actives 0.49% (n = 300,000);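 active means inhibition above the mean of all tested compounds plus 3 SD, set per screening campaign, cut at about 17% in these data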;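 further: 0% = plate median of test compound wells and 100% = 1 µM Z-Phe-Ala-diazomethylketone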
core dimer inh – HCV core protein dimerization inhibition; TR-FRET GST/Flag-core106 dimerization, 1536-well; inhibition, % at 5 µM; actives 0.33% (n = 300,000); AID 1899;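 active means inhibition above the mean of all tested compounds plus 3 SD, set per screening campaign, cut at about 45% in these data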
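Test system: GST/Flag-tagged HCV core106 proteins; Medium: KF-containing HEPES buffer, pH 7.45, DTT, CHAPS, BSA; Times: compound-protein-antibody incubation 4 h at 22.5 °C; Detection: TR-FRET 671 and 617 nm emission; Benchmarks: wells lacking GST-core106 and wells with excess unlabelled core106.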
PP1 inh – blocks human PP1-alpha phosphatase, a PP5 counter-screen; P62136; purified PP1alpha, OMFP fluorescence; inhibition, % at 6.7 µM; actives 0.9% (n = 320,000); AID 2235;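 active means inhibition above the mean inhibition of all tested compounds plus 3 SD, computed separately for each screening campaign, cut at about 15% in these data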
* marks the source's active call; other numbers are inactive results; . = not tested or not shown; & = joins results of further samples.

SMILES	PP5 primary	proCasp7 act	PAFAH2 FP inh	proCasp3 act	AHR act	TPT1 inh	CTSL1 counter	core dimer inh	PP1 inh
Cc1cc(C(=O)COC(=O)c2ccc([N+](=O)[O-])o2)c(C)n1CC1CCCO1 (stereo unspecified)	-0.3	-1	0	8	0	-1	-8	-4	-2
COc1ccc(OC)c(NC(=O)CSc2nnc(-c3cnccn3)n2C)c1	0.9	2	4	8	1	-3	5	-3	-1
CCN1c2ccccc2-c2nc3ccccc3n2C1c1cccnc1 (stereo unspecified)	1.1	8	7	-8	11	1	2	0	4
COc1ccccc1CNS(=O)(=O)c1ccc2c(c1)NC(=O)CO2	3.1	4	-8	8	0	-2	-3	5	-2
CCOC(=O)N1CCN(C(=S)Nc2ccc(C)cc2)CC1	-0.2	4	2	6	1	-3	4	-1	-3
COc1ccc(-c2cn[nH]c2-c2ccc(OC)cc2O)cc1	6.5	8	-5	8	2	-3	1	-10	4
C=CCn1sc(N)c(C(=O)OCC)c1=S	2.1	11	3	0	-3	-5	0	-1	4
Cc1cc(-c2ccc(Cl)s2)n[nH]1	0.5	3	-5	1	2	3	0	-4	-1
COc1ccccc1CNC(=O)C1CCN(S(=O)(=O)N2CC(C)CC(C)C2)CC1 (stereo unspecified)	0.7	4	2	2	0	0	-1	-4	0
COc1ccc(N2CCN(C(=O)COC(=O)c3ccccc3OCc3ccc(F)cc3)CC2)cc1	2.0	11	1	4	0	2	2	9	-2
CC(=O)N(c1nnc(-c2ccc(C)cc2)s1)C1CCCC1	-0.6	13	-6	-7	-7	1	2	2	5
CC(=O)NC(CC(=O)NCC(=O)Nc1ccc(F)c(F)c1)c1ccccc1 (stereo unspecified)	0.3	-2	-5	11	-1	-7	3	-10	-2
CCN1C(=O)[C@H]2[C@@H](c3ccc(-c4ccc5c(c4)OCO5)c(OC)c3)N[C@@](Cc3ccccc3)(C(=O)OC)[C@H]2C1=O	2.8	7	-2	-2	3	-1	3	15	4
CCn1cc(C(=O)N2CCCC(N3CCN(c4cccc(C(F)(F)F)c4)CC3)C2)cn1 (stereo unspecified)	-3.7	-10	-6	2	1	4	0	0	2
CN1CCN(S(=O)(=O)c2ccc(SCCOc3ccc(Cl)cc3)nc2)CC1	3.0	-6	-6	-7	3	.	.	.	-2
Cn1c(=O)c2c(nc(SCc3ccccc3F)n2C)n(C)c1=O	3.3	-10	9	1	8	-1	0	0	-3
Cc1cccc(NC(=O)NCc2ccc3c(c2)OCO3)c1C	3.8	-5	-6	-9	1	3	-4	-10	-10
O=C(C[C@@H]1C/C=C\CCCC(=O)OC[C@@H]2CCCN2C1=O)N[C@H](CO)Cc1ccccc1	.	4	4	0	1	.	.	.	.
CN(C)C(=O)c1cc([N+](=O)[O-])cc([N+](=O)[O-])c1N(C)C	1.0	3	-5	2	-2	1	-1	0	-3
Cc1ccc2nc(NC(=O)c3ccc(-c4nc5ccccc5s4)s3)sc2c1	-0.8	1	-6	-4	3	-4	-1	-1	3
O=C(CSC1=NCCS1)Nc1ccc(S(=O)(=O)N2CCCCCC2)cc1	-1.8	3	4	-3	-2	0	-5	5	-2
CCn1c(CCNC(=O)c2ccccc2Cl)n[nH]c1=S	-0.7	-6	-9	-14	0	-2	3	-10	-15
CCC(C)NCC(=O)Nc1sc2c(c1C(N)=O)CCC2 (stereo unspecified)	-1.9	7	6	-6	-2	-2	0	-14	-1
CC(C)c1ccc(C(C(=O)NC2CCCC2)N(C(=O)CNC(=O)c2ccco2)c2cccnc2)cc1 (stereo unspecified)	1.0	3	-4	0	5	-3	-5	5	-6
O=C(CN1CCN(S(=O)(=O)c2ccc(F)c(F)c2)CC1)Nc1ccccc1C(=O)NC1CC1	-1.5	5	2	8	2	.	.	.	-4
Cc1nc2cc(CO)ccc2n1C	1.6	5	-4	1	2	-5	2	-7	-2
CCOc1ccc(NC(=O)CN2C(=O)NC3(CCCC3)C2=O)cc1S(=O)(=O)N1CCCCC1	-2.3	0	4	6	0	.	.	.	-1
Cc1c(NS(=O)(=O)c2ccc(Br)cc2)c(=O)n(-c2ccccc2)n1C	1.3	-7	4	-4	0	0	6	-9	0
Cc1cc(C)nc(N2CCC(C(=O)NC3CCCc4ccccc43)CC2)n1 (stereo unspecified)	0.8	0	-5	3	1	-2	-4	-6	1
CC(=O)N1CCc2cc(S(=O)(=O)N3CCOCC3)ccc21	1.6	7	3	0	0	1	-1	-1	-3
CCOC(=O)c1sc2nc(CC(=O)OC)nc(NCC(=O)OC)c2c1C	0.9	3	-4	8	-1	-1	-1	0	-1
O=C(N/N=C/C=C/c1ccco1)c1cccc([N+](=O)[O-])c1	0.0	6	20	5	6	-2	5	-1	2
CC(=O)OC[C@H]1O[C@@H](O[C@H]2C[C@]3(C)C(C[C@@H](O)C4C([C@]5(C)CC[C@@H](C(C)(C)O)O5)CC[C@]43C)[C@@]3(C)CC[C@H](O)C(C)(C)C23)[C@H](O[C@@H]2O[C@@H](C)[C@H](O)[C@@H](O)[C@H]2O)[C@@H](O)[C@@H]1O (stereo partly specified)	.	4	-1	6	3	.	.	.	.
O=C1/C(=C/c2ccc([N+](=O)[O-])cc2)C=C(c2ccccc2)N1c1ccc(O)cc1	3.7	3	-19	-2	3	4	2	9	1
Cc1cc(S(=O)(=O)Nc2ccc3c(c2)n(C)c(=O)n3C)ccc1F	-0.1	3	0	-4	1	-12	-2	-4	-2
Nc1cccnc1S(=O)(=O)c1ccccc1	1.4	-1	8	5	0	-5	-3	-2	2

3 of the entries above in order of their number in PP5 primary, low to high.
Molecule	PP5 primary
CCOc1ccc(NC(=O)CN2C(=O)NC3(CCCC3)C2=O)cc1S(=O)(=O)N1CCCCC1	-2.3
Cc1cc(C)nc(N2CCC(C(=O)NC3CCCc4ccccc43)CC2)n1 (stereo unspecified)	0.8
CC(=O)N1CCc2cc(S(=O)(=O)N3CCOCC3)ccc21	1.6

(next part)
SMILES	PP5 primary	proCasp7 act	PAFAH2 FP inh	proCasp3 act	AHR act	TPT1 inh	CTSL1 counter	core dimer inh	PP1 inh
COCc1cc(C)nc(N/N=C/c2ccc(-c3ccc(C(=O)O)c(Cl)c3)o2)c1C#N	1.7	-5	.	9	3	-5	2	2	-3
COc1ccc(C2=NOC(Cn3nc(C(=O)NCc4cccs4)cc3-c3ccccc3)C2)cc1 (stereo unspecified)	4.3	-7	5	0	1	-1	0	7	0
O=C(C1=C(O)C(=O)N(CCc2ccccc2)C1c1ccncc1)c1cc2ccccc2o1 (stereo unspecified)	2.0	-57	4	-22	4	6	0	17	14
O=C(c1ccc(F)cc1)C(CCCCCC(CN1CCOCC1)C(=O)c1ccc(F)cc1)CN1CCOCC1 (stereo unspecified)	4.5	-7	.	1	2	0	2	-2	0
Cc1nc(SCCCSc2n[nH]c(C)n2)n[nH]1	0.3	-5	-4	7	2	3	1	1	-3
Cc1c(C)c2ccc(OCc3ccc(C(=O)O)o3)c(C)c2oc1=O	0.8	15	-4	-6	-1	3	0	3	5
COc1ccc(N(C)S(=O)(=O)c2c(C)[nH]c(=O)[nH]c2=O)c(OC)c1	-1.3	1	5	4	-1	1	1	1	-2
CCOC(=O)c1cc2c(=O)n3cccc(C)c3nc2n(CC2CCCO2)c1=NC(C)=O (stereo unspecified)	3.3	7	-5&-2	-5	-1	-2	4	1	-3
Cc1ccc(C(=O)OC(C(=O)Nc2ccc(Cl)cc2C(F)(F)F)c2ccccc2)cc1 (stereo unspecified)	0.6	8	-15	1	-5	-2	-10	6	-3
COc1cccc(CN(C)C(=O)c2[nH]c(C)c(C(C)=O)c2C)c1OC	-0.3	7	-9	1	3	4	-1	-2	-1
CC(C)C(NC(=O)OCc1ccccc1)C(=O)NC1CCCCC1 (stereo unspecified)	-0.8	-1	-5	-2	-4	-3	4	-6	-3
CC(Sc1nnnn1C)C(=O)Nc1ccccc1 (stereo unspecified)	1.1	9	-2	4	-1	-2	3	-3	-2
CCCCOCCCN1CC(=O)N2C(C)c3[nH]c4ccccc4c3C[C@H]2C1=O (stereo partly specified)	0.3	-6	2	7	0	-1	-1	-3	-2
Cc1ccc(C(C[N+](=O)[O-])Sc2ccc(N)cc2)cc1 (stereo unspecified)	0.7	-22	-2	-6	2	2	-2	-6	-5
COCCNC(=O)c1ccc2c(c1)CCN2S(C)(=O)=O	-0.2	5	1	7	-1	-1	-2	-1	-2
COc1ccc(/C=C(\NC(=O)c2ccccc2)C(=O)NCCN2CCOCC2)cc1OC	-1.0	-3	4	1	1	0	1	-1	-5
O=C(COC(=O)CCc1nc2ccccc2s1)Nc1cccc(S(=O)(=O)N2CCOCC2)c1	9.2	-2	0	3	2	2	-15	-5	-1
CC(C)c1onc(C(=O)N2CCC(C(N)=O)CC2)c1[N+](=O)[O-]	-1.3	2	-8	-6	2	1	0	-2	0

Of the compounds above, these have fluorine.
SMILES	PP5 primary	proCasp7 act	PAFAH2 FP inh	proCasp3 act	AHR act	TPT1 inh	CTSL1 counter	core dimer inh	PP1 inh
COc1ccc(N2CCN(C(=O)COC(=O)c3ccccc3OCc3ccc(F)cc3)CC2)cc1	2.0	11	1	4	0	2	2	9	-2
CC(=O)NC(CC(=O)NCC(=O)Nc1ccc(F)c(F)c1)c1ccccc1 (stereo unspecified)	0.3	-2	-5	11	-1	-7	3	-10	-2
CCn1cc(C(=O)N2CCCC(N3CCN(c4cccc(C(F)(F)F)c4)CC3)C2)cn1 (stereo unspecified)	-3.7	-10	-6	2	1	4	0	0	2
Cn1c(=O)c2c(nc(SCc3ccccc3F)n2C)n(C)c1=O	3.3	-10	9	1	8	-1	0	0	-3
O=C(CN1CCN(S(=O)(=O)c2ccc(F)c(F)c2)CC1)Nc1ccccc1C(=O)NC1CC1	-1.5	5	2	8	2	.	.	.	-4
Cc1cc(S(=O)(=O)Nc2ccc3c(c2)n(C)c(=O)n3C)ccc1F	-0.1	3	0	-4	1	-12	-2	-4	-2
O=C(c1ccc(F)cc1)C(CCCCCC(CN1CCOCC1)C(=O)c1ccc(F)cc1)CN1CCOCC1 (stereo unspecified)	4.5	-7	.	1	2	0	2	-2	0
Cc1ccc(C(=O)OC(C(=O)Nc2ccc(Cl)cc2C(F)(F)F)c2ccccc2)cc1 (stereo unspecified)	0.6	8	-15	1	-5	-2	-10	6	-3
